# GFP derepression – qHTS Assay for Epigenetic Modulators; mouse C127i GFP locus derepression, cytometry, 30 h; Potency, µM (titrated, usually from 46.1 µM), without a hit: at the top dose GFP derepression (activation); 68,000 tested, 0.09% active; AID 597, 2007; also: % of control where 0% means no effect
#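 Read-out is the number of GFP-positive cells, scored as fluorescent objects 20 to 120 um wide, reflecting derepression of a silenced CMV-GFP reporter in murine C127i cells after 30 h compound exposure at 37 C.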
# A350 autofl – qHTS Assay for Spectroscopic Profiling in A350 Spectral Region. AID 590, 2007. 59,000 tested, 11% active. Compound autofluorescence, 340/450 nm, Alexa 350 dye-equivalents; hits give high values. max dye-equivalent concentration, M; in the data active = max dye-equivalent concentration above about 10 nM; inconclusive = mostly about 1.1 nM to 9.6 nM
# BRCT PPI green – qHTS Assay for Inhibitors of BRCT-Phosphoprotein Interaction (Green Fluorophore); Breast cancer type 1 susceptibility protein (Homo sapiens), P38398; BRCA1 BRCT-phosphopeptide binding, green fluorescence polarization; Potency, µM (highest dose often 76.9 µM), without a hit: at the highest dose activity change, negative = inhibition, hits mostly inhibitors; 75,000 tested, 0.05% active;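 also: potency is read from the fitted curve at half-maximal effect; plate controls were peptide without protein for full effect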
#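 Compounds were incubated for 12 min at room temperature with a complex of 100 nM fluorescein-tagged pBACH1 decapeptide and 250 nM His-tagged BRCT protein. Buffer was phosphate pH 7.3 with EDTA, DTT and Tween 20. Disruption of binding lowers the polarization signal.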
# Pol III holo inh – qHTS Assay for Inhibitors of DNA Polymerase III Holoenzyme System; reconstituted DNA polymerase III holoenzyme replication, biochemical; Potency, µM (doses to about 57.1 µM), for the others: top-dose activity change, negative = inhibition; 71,000 tested, 0.25% active; AID 603, 2007; also: potency is read from the fitted curve at half-maximal effect; % is scaled to controls: 0 for no effect and ±100 for the full control effect
#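 Reconstituted *E. coli* holoenzyme (0.35 nM Pol III, 1 nM beta, 154 nM SSB, 2 nM primase) was preincubated with compound for 15 min at RT. Synthesis on 1.4 nM ssM13Gori ran 35 min, then was stopped with PicoGreen/EDTA and read as dsDNA fluorescence.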
# UbGFP stabilizer – Ubiquitin-GFP Assay; Ubiquitin-GFP reporter cells, proteasome inhibition, GFP fluorescence; response scale: untreated = 0%, 10 µM MG-132 = 100%; Potency, µM (highest dose often 45.9 µM), without a hit: at the highest dose activation (GFP accumulation), most hits filed as activators; 67,000 tested, under 10 active; AID 526, 2006; active = well fitted activation curve with a large enough effect, not every such curve was filed as active; inconclusive = small, poorly fitted or top-dose-only effect, or another doubt; inactive = no such curve, though single readings can be large or run the other way; also: potency is read from the fitted curve at half-maximal effect
#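 Reporter cells (U2OS, ubiquitin-G76V-GFP fusion) are plated overnight, then treated 4 hr at 37 °C with compound titrations from 46 uM down to 2.9 nM. Activity is scaled against untreated cells and 10 uM MG-132.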
# 4-MU autofl – qHTS Assay for Spectroscopic Profiling in 4-MU Spectral Region. AID 589, 2007. max dye-equivalent concentration, M. compound autofluorescence, 340/450 nm, 4-MU equivalents; hits give high values. 59,000 tested, 11% active; in the data active = max dye-equivalent concentration above about 10 nM; inconclusive = mostly about 1.1 nM to 9.6 nM
#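 Compounds in 100 mM Tris, pH 8.0, incubated 15 min at room temperature, then fluorescence read at 340 nm excitation/450 nm emission. Signal converted to 4-MU dye-equivalent concentration using an on-plate six-point 4-MU standard curve.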
# HBB splice mod – qHTS Assay for Modulators of Hemoglobin Beta Chain Splicing. AID 925, 2007. HBB splicing reporter cell assay, activation; EGFP reporter with mutant IVS2-654 intron; response scale: normalised to 500 nM splice-correcting PNA. Potency, µM (titrated, usually from 46.1 µM), inactives show top-dose activation, most hits filed as activators. 65,000 tested, 0.06% active; also: potency is read from the fitted curve at half-maximal effect; 0% is about no effect
#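 Compounds were applied for 2 days to HeLa EGFP-654 cells, 500/well in Optimem with 2% FCS. The reporter's EGFP is disrupted by mis-splicing of beta-globin intron IVS2-654. Readout: summed well GFP fluorescence from 488 nm laser scanning; reference was 500 nM antisense […] 654 PNA.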
# Hsp90 Hop PPI – qHTS Assay for Disrupters of an Hsp90 Co-Chaperone Interaction | Potency, µM (top dose mostly 57 µM), for inactives: at the highest dose activity change, negative = inhibition | AlphaScreen TPR2A-His6 binding biotin-Hsp90 C-terminal peptide | AID 595, 2007 | 71,000 tested, 0.44% active | Hsp90 C-terminal peptide / TPR2A (Hop) interaction, human; active = well fitted curve in either direction with a large enough effect; inconclusive = small, poorly fitted or top-dose-only effect, or another doubt; also: potency is read from the fitted curve at half-maximal effect; % is scaled to controls: 0 for no effect and ±100 for the full control effect; many of its hits are not listed in these tables
# 15-hLO inh – qHTS Assay for Inhibitors of 15-hLO (15-human lipoxygenase); purified 15hLO-1, xylenol orange hydroperoxide absorbance; Polyunsaturated fatty acid lipoxygenase ALOX15 (Homo sapiens), P16050; 74,000 tested, 1.4% active; Potency, µM (series often up to 57.1 µM), for inactives: at the highest dose activity change, negative = inhibition, actives largely listed as inhibitors; AID 887, 2007; also: potency is read from the fitted curve at half-maximal effect; % is scaled to controls: 0 for no effect and ±100 for the full control effect; nearly all actives have a fitted effect of over 55% in size
# Target sequence (P16050 whole entry, looked up): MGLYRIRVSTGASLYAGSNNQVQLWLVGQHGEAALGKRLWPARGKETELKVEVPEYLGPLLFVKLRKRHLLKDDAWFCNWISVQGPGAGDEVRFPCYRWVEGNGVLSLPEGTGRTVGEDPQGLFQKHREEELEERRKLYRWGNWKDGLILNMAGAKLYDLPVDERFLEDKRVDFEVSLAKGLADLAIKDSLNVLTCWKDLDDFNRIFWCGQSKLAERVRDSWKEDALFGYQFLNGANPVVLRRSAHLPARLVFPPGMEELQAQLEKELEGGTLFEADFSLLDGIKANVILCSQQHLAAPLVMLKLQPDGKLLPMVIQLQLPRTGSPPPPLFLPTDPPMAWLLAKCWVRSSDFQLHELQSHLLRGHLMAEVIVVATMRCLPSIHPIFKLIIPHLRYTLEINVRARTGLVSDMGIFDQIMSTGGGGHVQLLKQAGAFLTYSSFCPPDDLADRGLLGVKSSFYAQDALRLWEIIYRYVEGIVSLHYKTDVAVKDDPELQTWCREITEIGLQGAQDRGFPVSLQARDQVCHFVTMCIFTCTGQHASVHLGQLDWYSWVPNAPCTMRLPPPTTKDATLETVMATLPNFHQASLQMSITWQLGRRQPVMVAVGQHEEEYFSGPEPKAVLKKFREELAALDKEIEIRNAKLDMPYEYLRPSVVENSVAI
#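 Readout: Fe(III)-xylenol orange absorbance, 573-to-405 nm ratio as reaction progress. Enzyme 40 nM purified human 15hLO-1, substrate 50 uM arachidonic acid, 6 min RT after 15 min compound preincubation; Hepes pH 7.5 buffer with Triton X-100.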
# CRE-bla Fsk – Cell signaling CRE-BLA (Fsk stim); CHO CRE-bla reporter (cAMP response element driving beta-lactamase), forskolin EC10, beta-lactamase ratio; Potency, µM (highest dose often 38.2 µM), for inactives: top-dose activity change, negative = inhibition, actives largely listed as activators; 71,000 tested, 2.5% active; AID 662, 2007; active = well fitted activation curve with a large enough effect in the signal ratio, with a control signal flat, not every such curve was filed as active; inconclusive = small, poorly fitted or top-dose-only effect, or effect the other way, or a change in a side signal; the % refers to the signal ratio; also: potency is read from the fitted curve at half-maximal effect; % of control where 0% means no effect
#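 qHTS titration format; CRE-bla CHO reporter; stimulus EC10 NKH 477, a water-soluble forskolin. Read: CCF4 460/530 nm ratio. Potency expressed as AC50 for activators or inhibitors.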
# BRCT PPI red – qHTS Assay for Inhibitors of BRCT-Phosphoprotein Interaction (Red Fluorophore) | Breast cancer type 1 susceptibility protein (Homo sapiens), P38398 | BRCT-phosphopeptide binding, red fluorescence polarization | Potency, µM (top dose mostly 76.9 µM), for the others: at the highest dose activity change, negative = inhibition, hits mostly inhibitors | 75,000 tested, 0.03% active; also: % is scaled to controls: 0 for no effect and ±100 for the full control effect
#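 Rhodamine-labelled pBACH1 10-mer (100 nM) bound to BRCT domain (100 nM) at pH 7.3; compounds incubated 12 min room temperature, polarization read. Free peptide defines full inhibition; unlabelled decapeptide titrated as control.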
# An asterisk follows results filed as active; i = inactive; ? = inconclusive; / = not tested or not shown; [ ] = remark or other dose. Unless noted, calls follow the shape of the dose curve; as a rule, active = well fitted curve in the direction sought with a large enough effect; inconclusive = small, poorly fitted or top-dose-only effect, or another doubt; inactive = no such curve, though single readings can be large; an effect the other way counts as inactive or inconclusive. No enrichment for hits (roughly 12% active in at least one column).
SMILES,GFP derepression,A350 autofl,BRCT PPI green,Pol III holo inh,UbGFP stabilizer,4-MU autofl,HBB splice mod,Hsp90 Hop PPI,15-hLO inh,CRE-bla Fsk,BRCT PPI red
CCOC(=O)c1ccc(S(=O)(=O)NC2CCCCCCC2)n1C,-1%,i,0.9%,-1%,1%,i,0.0%,-1%,-4%,7%,-3.3%
O=C1CC(c2ccc3c(c2)OCO3)Sc2nc3ccccc3n21 (configuration not stated),1%,i,2.1%,-8%,-7%,i,-0.6%,-2%,-1%,3%,1.7%
OCCNc1nc(Nc2ccccc2)nc(Nc2ccccc2)n1,2%,/,-2.7%,-2%[11.4 µM],12%[9.17 µM],/,-4.4%[0.0738 µM],-8%[11 µM],-9%[11.4 µM],?,-1.2%
O=C(O)C1CCCCC1C(=O)NCCc1cccc(Cl)c1 (configuration not stated),-3%,i,-2.9%,-6%,8%,i,1.0%,-4%,-1%,-14%,0.2%
CCOC(=O)C1CCN(C(=O)c2c(-c3c(F)cccc3Cl)noc2C)CC1,4%,?,-2.0%,6%,-3%,i,-0.5%[0.369 µM],-2%,5%,4%,-2.0%
CCN(CC)S(=O)(=O)c1ccc(NC(=O)Cn2c(=O)sc3ccccc32)cc1,3%,i,-0.6%,0%,5%,i,/,-2%,-15%,-4%,1.1%
C#CCn1cc[n+](CC(=O)N(C)C)c1,0%,i,-0.5%,-1%,-8%,i,-1.8%,-5%,-2%,4%,0.6%
Cc1ccc(-n2c(CNc3ccc(F)cc3)nnc2SCC(=O)N2CCCC2)cc1,-1%,i,-1.1%,0%,6%,i,0.5%,1%,-3%,-9%,-0.5%
COc1ccc(CN2CC34C=CC(O3)C(C(=O)O)C4C2=O)cc1 (configuration not stated),/,/,-3.5%,6%,4%,/,-0.3%,-2%,5%,-4%,0.9%
CCCc1cc(=O)[nH]c(SCC(=O)N(CC(C)C)C2CCS(=O)(=O)C2)n1 (configuration not stated),1%,i,0.0%,2%,-2%,i,-0.9%,1%,0%,-2%,1.5%
O=C(CCc1nc2ccccc2[nH]1)Nc1ccc2c(c1)OCCO2,-1%,/,0.1%,4%,22%,/,0.0%,-5%,-2%,0%,0.5%
COc1cc(OC)c(C2CC(=O)N3CN(c4ccccc4)CSC3=C2C#N)cc1OC (configuration not stated),2%,i,-1.2%,-2%,-2%,i,-3.2%[0.369 µM],-8%,?,21%,-1.2%
O=C(CCN1CCCCCC1)Nc1cccc(Cl)c1,2%,i,-1.2%,3%,-1%,i,-0.1%[57.5 µM],-2%,11%,-12%,0.5%
Clc1c(-c2nnc3n2CCC3)sc2ccccc12,0%,i,-1.0%,-9%,0%,i,-0.2%[57.5 µM],-3%,22%,1%,-2.3%
COc1ccc(C(=O)Nn2c(SCC(=O)NCc3ccco3)nc3ccccc3c2=O)cc1,0%,i,-0.5%,10%,-4%,i,-1.9%,?,?,-6%,-3.1%

# Individual results from the entries so far:
# `Clc1c(-c2nnc3n2CCC3)sc2ccccc12` in GFP derepression shows 0%
# `O=C(CCN1CCCCCC1)Nc1cccc(Cl)c1` in UbGFP stabilizer shows -1%
# `CCN(CC)S(=O)(=O)c1ccc(NC(=O)Cn2c(=O)sc3ccccc32)cc1` in CRE-bla Fsk shows -4%
# `COc1ccc(C(=O)Nn2c(SCC(=O)NCc3ccco3)nc3ccccc3c2=O)cc1` in GFP derepression shows 0%
# `CCCc1cc(=O)[nH]c(SCC(=O)N(CC(C)C)C2CCS(=O)(=O)C2)n1` (configuration not stated) in Hsp90 Hop PPI shows 1%

# Back to the main list; the two compounds before the break are reprinted first.
SMILES,GFP derepression,A350 autofl,BRCT PPI green,Pol III holo inh,UbGFP stabilizer,4-MU autofl,HBB splice mod,Hsp90 Hop PPI,15-hLO inh,CRE-bla Fsk,BRCT PPI red
Clc1c(-c2nnc3n2CCC3)sc2ccccc12,0%,i,-1.0%,-9%,0%,i,-0.2%[57.5 µM],-3%,22%,1%,-2.3%
COc1ccc(C(=O)Nn2c(SCC(=O)NCc3ccco3)nc3ccccc3c2=O)cc1,0%,i,-0.5%,10%,-4%,i,-1.9%,?,?,-6%,-3.1%
Cc1cc(C)n(C(=O)CNC(=O)COc2ccccc2)n1,-2%,i,-1.1%,-1%,-2%,i,-2.8%[57.5 µM],-1%,20%,-3%,-1.1%
COc1ccccc1-c1nc(NCc2cccs2)c2ccccc2n1,0%[9.22 µM],i,0.5%,-2%,-9%,i,0.2%,-7%,?,?,0.7%
Cc1noc(C)c1CSc1nnc(C)c(=O)[nH]1,-1%,i,-0.2%,1%,-1%,i,2.0%,1%,-3%,-5%,-0.2%
COc1cc(C(=O)Nc2nc3ccccc3[nH]2)cc(OC)c1OC,1%,?,-4.6%,6%,-9%,?,-3.1%,-8%,14%,?,-1.3%
O=C(O)C1CCN(S(=O)(=O)c2cccnc2)CC1,-1%,i,-3.5%,-2%,5%,i,3.5%,?,6%,?,-1.2%
CC(=O)N1CCN(C(=O)c2cccc(S(=O)(=O)Nc3ccc(C)cc3)c2)CC1,2%,i,-0.4%,1%,0%,i,0.2%,-4%,5%,2%,0.1%
C/C(Cl)=C/Cn1c(NCCN(C)C)nc2c1c(=O)n(C)c(=O)n2C,1%,i,-1.8%,-3%,3%,i,/,-1%,-3%,6%,0.2%
CN1CCN(CC(=O)Nc2c(C(=O)C3CC3)oc3ccccc23)CC1,-1%,i,-3.2%,-5%,4%,i,/,-5%,-15%,14%,-2.7%
CCC(=O)N1CCc2cc(S(=O)(=O)NCCC(=O)N3CCc4ccccc4C3)ccc21,-1%,i,-0.2%,-4%,-8%,i,-2.6%,2%,-11%,?,-1.1%
COC(=O)Cn1c2ccccc2c2nc(C)sc21,-5%,i,-4.4%,-5%,3%,i,0.1%,-5%,2%,4%,0.2%
CC1=C(C(=O)OCC2CCCO2)C(c2ccncc2)C2=C(CC(C)(C)CC2=O)N1 (configuration not stated),0%,1.8e-06M*,-0.5%,-6%,-9%,1.3e-06M*,-0.8%,-3%,-12%,?,-1.3%
Cc1nc2ncnn2c(C)c1CCC(=O)NC(C)CCc1ccco1 (configuration not stated),0%,?,2.2%,4%,11%,?,-0.9%,-4%,28%,2%,-1.1%
COC(=O)C1=C(C)NC(C)=C(C(=O)OC)C1c1cn(-c2ccccc2)nc1-c1ccco1,2%,/,-4.5%,0%,-4%,/,-5.7%,-15%,?,-17%,-3.2%
CCCOc1ccc(S(=O)(=O)NCCN2CCOCC2)c2ccccc12,2%,i,-0.5%,-6%,-8%,i,-0.4%,-5%,5%,5%,-0.5%
CS(=O)(=O)N1CCN(C(=O)c2csc3ccccc23)CC1,3%,4.4e-06M*,-3.6%,-7%,-7%,4e-06M*,-0.8%,?,2%,10µM*,-0.9%
CCC(=O)N1CCc2cc(S(=O)(=O)CCC(=O)NCCc3ccc(OC)c(OC)c3)ccc21,1%,i,-1.6%,4%,0%,i,-0.1%,-5%,-5%,?,-2.0%
Cc1sc2nc(SCC(=O)NCc3ccco3)n(CCc3ccccc3)c(=O)c2c1C,1%,i,-2.8%,-2%,1%,i,-2.5%,-5%,-5%,-5%,-0.9%
CN=C1SC(CC(=O)Nc2cccc(Cl)c2Cl)C(=O)N1C (configuration not stated),0%,i,0.4%,-3%,5%,i,0.5%,-1%,3%,-13%,2.2%
Clc1ccc(Cn2cccc2C2=NCCO2)cc1,-1%,i,0.4%,1%,0%,i,-1.2%,10%,-2%,6%,0.7%
c1ccc(-c2ccccc2OCCn2cncn2)cc1,3%,i,-4.7%,1%,0%,i,0.4%,-6%,10%,?,-0.7%
CC1(C(=O)Nc2nccs2)Cc2ccccc2C(=O)O1 (configuration not stated),3%,i,1.4%,-5%,1%,i,-2.5%,-22%,?,?,-2.8%
Cc1ccc(S(=O)(=O)NC2=NCN(C3CCCCC3)CN2)cc1,-2%,i,-1.9%,-1%,3%,i,7.2%,-2%,12%,?,-1.6%
